# N370S GC mod = inhibitors or activators of N370S glucocerebrosidase for Gaucher disease; P04062; N370S GC spleen homogenate, 4MU-glucoside fluorescence; Potency, µM (top dose mostly 59.4 µM), inactives show top-dose activity change, negative = inhibition, hits mostly inhibitors; actives 0.092% (n = 330,000);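 further: 0% = full enzyme activity and -100% = no enzyme basal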
# FEN1 inh = blocks human flap endonuclease 1. P39748. Recombinant FEN1 flap cleavage, fluorescence, 15 min. Potency, µM (top dose mostly 114 µM), for inactives: at the highest dose activity change, negative = inhibition, actives largely listed as inhibitors. actives 0.35% (n = 390,000); further: nearly all actives have a fitted effect of over 65% in size
# Target sequence (P39748 whole entry, looked up): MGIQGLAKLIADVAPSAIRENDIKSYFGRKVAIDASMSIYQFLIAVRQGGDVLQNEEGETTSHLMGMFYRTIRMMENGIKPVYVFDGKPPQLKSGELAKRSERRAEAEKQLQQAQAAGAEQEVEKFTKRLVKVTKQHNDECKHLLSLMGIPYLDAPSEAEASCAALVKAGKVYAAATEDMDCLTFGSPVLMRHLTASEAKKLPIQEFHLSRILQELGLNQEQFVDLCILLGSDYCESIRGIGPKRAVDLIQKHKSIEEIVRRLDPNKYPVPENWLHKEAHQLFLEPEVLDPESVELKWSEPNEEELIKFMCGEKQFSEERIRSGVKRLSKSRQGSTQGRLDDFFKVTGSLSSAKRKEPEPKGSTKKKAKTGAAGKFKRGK
#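 Read-out was taken twice, immediately and after 15 min, following addition of 50 nM substrate to 10 nM FEN1 that had sat with test compound for 15 min at room temperature. Curves came from a four-parameter Hill model.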
# GCN5L2 inh = GCN5L2 (KAT2A) acetyltransferase inhibition; Q92830; GCN5L2 HAT assay, ThioGlo1 CoA-SH fluorescence; Potency, µM (highest dose often 58.9 µM), without a hit: at the highest dose activity change, negative = inhibition, usual class: inhibitors; actives 0.21% (n = 390,000)
#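 Compounds, pin-transferred from DMSO stocks, meet 20nM GCN5L2 for 15 min before the reaction begins with H3(1-25) peptide (75uM) and acetyl-CoA (70uM). Thiol-reactive ThioGlo1 reports CoA release over 20 min at room temperature.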
# * marks the source's active call; other numbers are inactive results; ? = inconclusive; · = not tested or not shown; & = joins results of further samples; [ ] = remark or other dose. The call rests on the fitted dose curve; in most records, active means well fitted curve in the direction sought with a large enough effect; inconclusive means small, poorly fitted or top-dose-only effect, or another doubt; inactive means no such curve, though single readings can be large; an effect the other way counts as inactive or inconclusive. Unless noted, on the % scale 0 is the no-effect control and ±100 the full control effect; potency means the concentration at half of the fitted maximal effect. This is a subset (hit frequency here may not be typical).
SMILES,N370S GC mod,FEN1 inh,GCN5L2 inh
COc1cc(C)ccc1OCCn1c(-c2ccc(Cl)cc2)nc2ccccc2c1=O,·,10.9%,-6.5%
N#CC1=C(S)N(c2ccc(F)cc2)C(c2ccco2)NC1=O (stereo not given),2.0%,2.9%,-6.7%
COc1ccccc1OCC(=O)N/N=C/c1cccc2cccnc12,-4.8%,-1.7%,-8.0%
COCC(=O)N/N=C\c1ccccc1OC/C=C/c1ccccc1,4.1%,-1.7%,-36.3%
C=CCNc1nc(N)c([N+](=O)[O-])c(Nc2cccc(Cl)c2)n1,-6.3%,8.3%,-3.9%
COc1ccc2cc(CO)n(C)c2c1,·,-14.0%,3.9%
COc1ccc(CN2CCNC(=O)C2CC(=O)N2CCCO2)c(OC)c1 (stereo not given),6.3%,-0.8%,2.1%
COc1ccccc1CNS(=O)(=O)c1ccc2c(c1)NC(=O)CO2,-1.2%,-0.2%,-23.3%
COc1ccc(CNC(=O)C(c2ccc(O)cc2)N(Cc2ccco2)C(=O)c2snc(C(N)=O)c2N)cc1 (stereo not given),-2.6%,-16.6%,-7.8%
CCc1ccc(CNC(=O)c2cnc3sc(N4CCCCCC4)nn3c2=O)cc1,·,-0.9%,-11.6%
O=C(Cn1c(C(=O)N2CCN(C3CCCC3)CC2)cc2sccc21)c1ccccc1,-10.9%,-9.1%,1.5%
Cc1cc(C)nc(SCC(=O)N/N=C/c2ccc3c(c2)OCO3)n1,-6.4%,-4.5%,-1.5%
CN1CCN(CCC(=O)N/N=C/c2ccccc2F)CC1,8.1%,-9.3%,-13.5%
CCC(C#CCN1CCCCC1)(CC)OCCC#N,-9.5%,1.9%,0.8%
Cc1ccc(NC(=O)CN(C)CC(=O)Nc2ccc(N3CCOCC3)cc2)cc1F,7.9%,11.9%,29.8%

# Structures above containing nitrogen in an aromatic ring:
SMILES,N370S GC mod,FEN1 inh,GCN5L2 inh
COc1cc(C)ccc1OCCn1c(-c2ccc(Cl)cc2)nc2ccccc2c1=O,·,10.9%,-6.5%
COc1ccccc1OCC(=O)N/N=C/c1cccc2cccnc12,-4.8%,-1.7%,-8.0%
C=CCNc1nc(N)c([N+](=O)[O-])c(Nc2cccc(Cl)c2)n1,-6.3%,8.3%,-3.9%
COc1ccc2cc(CO)n(C)c2c1,·,-14.0%,3.9%
COc1ccc(CNC(=O)C(c2ccc(O)cc2)N(Cc2ccco2)C(=O)c2snc(C(N)=O)c2N)cc1 (stereo not given),-2.6%,-16.6%,-7.8%
CCc1ccc(CNC(=O)c2cnc3sc(N4CCCCCC4)nn3c2=O)cc1,·,-0.9%,-11.6%
O=C(Cn1c(C(=O)N2CCN(C3CCCC3)CC2)cc2sccc21)c1ccccc1,-10.9%,-9.1%,1.5%
Cc1cc(C)nc(SCC(=O)N/N=C/c2ccc3c(c2)OCO3)n1,-6.4%,-4.5%,-1.5%

# Some of the entries so far, with values under each structure:
# Each structure is followed by: N370S GC mod, FEN1 inh, GCN5L2 inh
- COc1cc(C)ccc1OCCn1c(-c2ccc(Cl)cc2)nc2ccccc2c1=O
→ ·, 10.9%, -6.5%
- N#CC1=C(S)N(c2ccc(F)cc2)C(c2ccco2)NC1=O (stereo not given)
→ 2.0%, 2.9%, -6.7%

# (cont.)
SMILES,N370S GC mod,FEN1 inh,GCN5L2 inh
O=C1C(Cl)=C(NCCN2CCOCC2)C(=O)c2ncccc21,-6.8%&-11.3%,·,-6.3%
COc1ccc(Cc2nnc(NC(=O)C3CC(=O)N(c4ccccc4C)C3)s2)cc1OC (stereo not given),-5.4%,-1.0%,1.6%
O=C(CSc1cn(CCNC(=O)c2ccccc2F)c2ccccc12)Nc1ccc(F)cc1,·,21.3%,-2.2%
C[C@H](NC(=O)c1cc2cc(Cl)ccc2n1C)C(=O)N1CCC(C(=O)O)CC1,-26.0%,-8.6%,-5.1%
Cc1ccc(OCCn2cncn2)c([N+](=O)[O-])c1,-6.9%,-2.0%,0.9%
COc1ccc(NC(=O)C(c2cc3c(cc2[N+](=O)[O-])OCO3)N(C)c2ccccc2)cc1 (stereo not given),0.2%,-4.3%,-3.1%
CCN(CC)c1ccc2cc(-c3nnc(-c4ccncc4)o3)c(=O)oc2c1,-14.7%,5.8%,-3.6%
Cc1cccc(NCc2cccc3ccccc23)n1,-7.6%,?,-1.6%
O=C(NCc1ccco1)c1ccc2c(c1)N(Cc1ccccc1)CCS2,?,-0.3%,-17.0%
Cc1nn(C)c(Cl)c1CN1CCCC(C(=O)Nc2ccc(-c3cscn3)cc2)C1 (stereo not given),-6.9%,-1.1%,-3.6%
COc1cccc(NC(=O)CN(C)C(=O)CCCc2nc3ccccc3c(=O)[nH]2)c1,·,1.6%,-0.4%
COc1ccc(C(OCC(O)CNC(C)c2ccccc2)c2ccc(OC)cc2)cc1 (stereo not given),-20.6%,-1.7%,-4.9%
O=C(CN1CCCC1)NC1C2CC3CC(C2)CC1C3 (stereo not given),2.2%,-11.8%,-7.7%
COc1ccc(NC(=O)c2sc3nc(N4CCOCC4)c4c(c3c2N)CC(C(C)C)OC4)c(OC)c1 (stereo not given),23.6%,14.4%,-2.5%
CC(C)Cc1[nH]c(=O)c(C#N)c2c1CCCC2,-5.8%,-4.2%,-9.5%
COC(=O)c1c(C(=O)OC)c(-c2ccc(OC)cc2)n2c1CS(=O)C2 (stereo not given),-4.1%,-9.1%,11.8%
Cc1nc2ccccc2c(=O)n1/N=C/c1ccc(O)cc1,-0.7%,-9.9%,-6.0%
O=C(CSc1ccc([N+](=O)[O-])cc1)NNC(=O)c1ccccc1F,-5.7%,-5.5%,-6.6%
Cc1ccc(CNC(=O)CSc2c(C)cnc3c2c(=O)n(C)c(=O)n3C)cc1,·,19.9%,-1.8%
Cc1ccc(N2C(=O)[C@@H]3CSC(c4ccc(F)cc4)N3C2=O)cc1 (stereo not given in full),·,1.7%,-9.7%
O=C1C(NS(=O)(=O)c2ccc(Cl)cc2)=C(N2CCCCC2)C(=O)c2ccccc21,4.4%,-0.3%,0.6%
C(=C\c1ccccc1)/CSc1nnc(-c2ccccn2)n1Cc1ccco1,8.8%,0.0%,-16.6%
C#CCOC(=O)C(NC(=O)c1ccccc1)=C1CCCCC1,1.0%,-4.7%,-4.9%
Cc1ccc(Cl)cc1Nc1nc2ccccc2n2c(C)nnc12,·,1.1%,-9.9%
COc1ccc(S(=O)(=O)NCc2cccnc2)cc1,6.8%,-0.4%,-4.0%
CC(=O)c1c(NC(=O)C(C)C)nc(C)nc1-c1ccccc1,-0.7%,-1.4%,-3.0%
C=CCC[C@H](Cc1ccc(F)cc1)C(=O)OC[C@H](C)NC(=O)[C@H](CC=C)CC(=O)N(CCO)Cc1ccccc1,·,-7.9%,-6.3%
CC(C)(C)OC(=O)C[C@@H]1C/C=C\C[C@@H](CC(=O)NCCO)C(=O)NCCOC1=O,·,3.4%,-1.0%
Cc1ccc(OCc2nc(-c3ccccn3)no2)cc1,30.0%,7.6%,-2.7%
CC(=O)N1CCOc2cc(S(=O)(=O)NCc3ccc(C)cc3)c(C)cc21,·,-5.7%,-14.1%
Clc1ncnc2scc(-c3ccc(Br)cc3)c12,2.6%,16.0%,-5.1%
CC(=O)Oc1ccc2c(=O)c(/C=N/c3cc(=O)[nH]c(=S)[nH]3)coc2c1,-17.9%,-15.5%,-26.1%
CC(=O)c1c(-c2ccc(Cl)cc2)c2ccccc2[nH]c1=O,10.7%,2.2%,-2.4%
CC1CCC/C(=C\Nc2ccccc2C(=O)O)C1=O (stereo not given),-12.8%,-11.5%,-5.1%
C/C(=N/OCC(=O)Nc1ccc(C)cc1C)c1cccs1,7.9%,-2.4%,-0.2%
Cc1cccc(NC(=O)c2cc[n+]([O-])cc2)c1C,-0.7%,-6.3%,-17.9%
COc1ccccc1-c1cc(NCc2cccc(C)c2)ncn1,-0.3%,·,-7.0%
COC(=O)Cc1ccc(N(Cc2ccccc2F)S(=O)(=O)c2ccc(C)cc2)cc1,2.0%,10.0%,-12.6%
COc1ccccc1OCc1ccc(C(=O)OCC2CCCO2)o1 (stereo not given),2.4%,0.0%,-19.1%
Cc1ccc(CNC(=O)CN(CCc2ccccc2)S(C)(=O)=O)cc1,0.2%,-4.4%,-0.9%
CCOC(=O)CSC(=S)NC(=O)c1ccc(OC)cc1,-3.0%,4.6%,70.2%[activator]
Cc1cc(NC(=O)COC(=O)C2CC(=O)N(c3ccccc3)C2)no1 (stereo not given),-2.4%,16.9%,-5.4%
Cc1ccc(Cl)cc1NC(=O)COC(=O)CN1C(=O)C2CCCCC2C1=O (stereo not given),·,-4.9%,-3.1%
CC(=O)Nc1ccc(N=c2cc([N+](=O)[O-])cc(Cl)n2O)cc1,-17.4%,-7.9%,4.1%
CCOC(=O)c1c(NC(=O)C(C)S(=O)(=O)c2cn(CC)c3ccccc23)sc2c1CCCC2 (stereo not given),?,-19.8%,-8.7%
COc1cc(CNCc2ccccc2)c(Br)cc1OC1CCCC1,-10.9%,-9.8%,-10.4%
Cc1ccc(C)c(S(=O)(=O)N2CCN(c3nc(-c4cccnc4)nc4ccccc34)CC2)c1,·,4.7%,-13.1%
Cc1c(C(=O)OCC2CCCCC2)[nH]c2c1C(=O)CC(c1ccc(F)cc1)C2 (stereo not given),·,-30.1%,3.2%
CSc1nc(NC(C)(C)C)nc(Oc2ccc(=O)n(C)n2)n1,1.9%,-5.8%,26.5%
Cc1ccc(NC(=O)[C@@H]2CCCN2S(=O)(=O)c2ccccc2F)cc1S(=O)(=O)N1CCOCC1,1.2%,-0.9%,-1.6%
Cc1cc(Br)ccc1SCC(=O)OCC(=O)NC(C)c1ccccc1 (stereo not given),-4.7%,-12.8%,-6.3%
CCC(=O)Nc1ccc(C(=O)NNC(=O)COc2cc(C)ccc2C)cc1,15.3%,-10.7%,-2.4%
COC(=O)C(C)NC(=S)N1CCN(c2c(F)cc3c(=O)c(C(=O)O)cn(C4CC4)c3c2OC)CC1C (stereo not given),0.7%,?,-11.0%
CN1CCN(CC(=O)Nc2nc3c(s2)CCCC3)CC1,9.6%,1.9%,-35.1%
COc1ccc(-c2nnc3sc(COc4ccccc4)nn23)cc1,26.5%,-3.1%,-5.2%
CC(C)(C)NC(=O)C(c1ccncc1)N(C(=O)CNC(=O)c1ccco1)c1ccc(F)cc1 (stereo not given),-14.8%,0.3%,1.4%
CC(=O)C1C(=O)C=C(c2cccs2)CC1c1ccccc1 (stereo not given),1.6%,-8.6%,-3.4%
C/C(=N/NS(=O)(=O)c1cccc([N+](=O)[O-])c1)c1ccc2c(c1)OCO2,1.5%,-15.8%,-15.7%
Cc1cccc(NC(=O)C(CCC(N)=O)NC(=O)OCc2ccccc2)c1 (stereo not given),-2.2%,-5.6%,-4.3%
CN=Cc1sc2ccccc2c1O,-25.9%,-19.0%,-5.8%
# (further entries)
SMILES,N370S GC mod,FEN1 inh,GCN5L2 inh
COC(=O)[C@]1(C)CCC[C@@]2(C)C3CC[C@]4(OC(C)=O)C[C@@]3(CCC21)CC4=NO (stereo not given in full),·,2.7%,-10.3%
CCOC(=O)c1ccc2nc(C(F)(F)F)[nH]c(=O)c2c1,-1.6%[2.35 µM],25.8%,0.5%
COc1ccc(C(CC(=O)Nc2cc([N+](=O)[O-])ccc2OC)c2ccccc2)cc1 (stereo not given),3.6%,0.5%,2.2%
CSc1snnc1-c1ccccc1,19.7%,-8.7%,-5.4%
Cn1c(SCc2ccc(Cl)cc2)nnc1C1CC1,3.0%,11.8%,0.8%
Cc1cc(C)cc(NC(=O)CSc2nc3c([nH]c4ccccc43)c(=O)n2-c2ccc(F)cc2)c1,·,13.9%,4.2%
CNC(=O)c1nnn(-c2ccccc2)c1C(=O)NC,-9.0%,31.5%,-1.8%
O=C(O)c1ccc(C2SCC(=O)N2Cc2ccco2)cc1 (stereo not given),-3.7%,14.6%,-2.5%
COC(=O)c1cc(C(=O)OCC(=O)Nc2cc(C)on2)cc([N+](=O)[O-])c1,0.8%,3.5%,-9.8%
CCOc1ccc(NS(=O)(=O)c2ccc(Cl)c(C(=O)N(C)Cc3cccnc3)c2)cc1,·,10.5%,-1.3%
CN1CCN(C(=O)C2=C[C@H](C(C)(C)C)C[C@H](OCCCCO)O2)CC1,7.1%,2.6%,-2.0%
CCc1ccc(NS(=O)(=O)c2ccc3[nH]cc(C(=O)N4CCc5ccccc54)c(=O)c3c2)cc1,12.5%,-18.4%,-10.8%
COc1cccc(CN(C)C(=O)c2cc(-c3cccs3)nc3ccccc23)c1,3.3%,-0.1%,3.2%
Cn1nc(-c2ccc(C(=O)N3CCN(Cc4ccccc4)CC3)cc2)c2ccccc2c1=O,-0.5%,-2.9%,-1.4%
COc1ccc(CNC(=O)CSc2nc(SC)ns2)cc1,-10.2%,1.8%,4.7%
O=C(Cc1ccccc1)Nc1ccc(CN2CCOCC2)cc1,0.8%,-0.4%,-3.7%
CCc1ccc(NC(=S)NC2CC3CCC(C2)N3Cc2ccco2)cc1 (stereo not given),-18.3%,-6.0%,1.7%

# Screens (PubChem BioAssay)
